High-throughput results as filed in PubChem.
Mtb BioA inh – inhibitors of Mycobacterium tuberculosis BioA enzyme | purified M. tuberculosis BioA enzyme, plate reader | 360,000 compounds, 0.096% hits | inhibition, % at 9.99 µM; in the data active means inhibition above about 40%
The depositor's hits bear a star. Only part of the results is shown (hit frequency here may not be typical).

item	structure	Mtb BioA inh
1	C[C@@H]1CCCCO[C@H](CN(C)Cc2ccc3c(c2)OCO3)[C@H](C)CN([C@H](C)CO)C(=O)c2cc(NC(=O)Nc3cccc4ccccc34)ccc2O1	-4.4
2	COc1ccc(NC(=O)N(C)C[C@@H]2OCCCC[C@@H](C)Oc3ccc(NS(=O)(=O)c4ccc(OC)cc4)cc3C(=O)N([C@H](C)CO)C[C@@H]2C)cc1	-3.7
3	O=C(C1CC1)N1C[C@H]2[C@@H](c3ccccc31)[C@H](CO)N2S(=O)(=O)c1ccccc1	-1.7
4	COc1ccc(NC(=O)Nc2ccc3c(c2)CC(=O)N([C@@H](C)CO)C[C@H](C)[C@@H](CN(C)Cc2ccc(C(F)(F)F)cc2)O3)cc1	-3.7
5	C[C@@H]1CN([C@@H](C)CO)C(=O)c2cc(C#CC(C)(C)O)cnc2O[C@@H]1CN(C)C(=O)C1CCCCC1	-1.4
6	CC(C)C(=O)Nc1ccc2c(c1)C(=O)N(C)[C@@H]1CC[C@@H](CC(=O)N[C@@H](C)c3ccccc3)O[C@@H]1CO2	0.4
7	Cc1ccc(S(=O)(=O)Nc2ccc3c(c2)CC(=O)N([C@H](C)CO)C[C@H](C)[C@H](CN(C)S(=O)(=O)c2ccc(F)cc2)O3)cc1	3.4
8	C[C@@H]1CN([C@@H](C)CO)C(=O)c2cc(C3=CCCC3)cnc2O[C@@H]1CN(C)C(=O)c1ccccn1	-0.5
9	CC(C)NC(=O)Nc1ccc2c(c1)C(=O)N(C)[C@@H]1CC[C@H](CC(=O)NCC(F)(F)F)O[C@H]1CO2	6.0
10	COc1ccc(-c2ccc3c(c2)[C@H]2[C@H](CCN2S(=O)(=O)c2ccccc2F)[C@H](CO)N3)cc1	-3.0

Random excerpt: six records from the list
item	structure	Mtb BioA inh
8	C[C@@H]1CN([C@@H](C)CO)C(=O)c2cc(C3=CCCC3)cnc2O[C@@H]1CN(C)C(=O)c1ccccn1	-0.5
4	COc1ccc(NC(=O)Nc2ccc3c(c2)CC(=O)N([C@@H](C)CO)C[C@H](C)[C@@H](CN(C)Cc2ccc(C(F)(F)F)cc2)O3)cc1	-3.7
3	O=C(C1CC1)N1C[C@H]2[C@@H](c3ccccc31)[C@H](CO)N2S(=O)(=O)c1ccccc1	-1.7
7	Cc1ccc(S(=O)(=O)Nc2ccc3c(c2)CC(=O)N([C@H](C)CO)C[C@H](C)[C@H](CN(C)S(=O)(=O)c2ccc(F)cc2)O3)cc1	3.4
10	COc1ccc(-c2ccc3c(c2)[C@H]2[C@H](CCN2S(=O)(=O)c2ccccc2F)[C@H](CO)N3)cc1	-3.0
6	CC(C)C(=O)Nc1ccc2c(c1)C(=O)N(C)[C@@H]1CC[C@@H](CC(=O)N[C@@H](C)c3ccccc3)O[C@@H]1CO2	0.4

The results go on:
item	structure	Mtb BioA inh
11	CN1C(=O)c2cc(NC(=O)Nc3ccccc3)ccc2OC[C@H]2O[C@H](CC(=O)O)CC[C@H]21	5.2
12	COc1ccc(CN(C)C[C@H]2OCCCC[C@@H](C)Oc3ccc(NC(=O)Cc4ccccc4)cc3C(=O)N([C@H](C)CO)C[C@@H]2C)cc1	-2.6
13	CO[C@H]1CN(C)C(=O)c2ccc(NC(=O)Nc3ccc4c(c3)OCO4)cc2OC[C@@H](C)NC[C@H]1C	-0.8
14	C[C@@H]1CN([C@@H](C)CO)C(=O)c2cc(NS(=O)(=O)c3cccs3)ccc2O[C@@H](C)CCCCO[C@@H]1CN(C)C(=O)CCC(F)(F)F	-7.6
15	Cn1cnc(S(=O)(=O)N2C[C@@H](O)COC[C@H]3O[C@H](CC(=O)NCc4cccc(F)c4)CC[C@@H]32)c1	-1.0
16	C[C@H]1CN([C@@H](C)CO)S(=O)(=O)c2ccc(-c3cncnc3)cc2O[C@@H]1CN(C)C(=O)C1CCCCC1	4.4
17	CCNC(=O)C[C@H]1CC[C@@H]2[C@H](COC[C@@H](O)CN2Cc2ccncc2)O1	-1.0
18	O=C(C[C@@H]1CC[C@H]2[C@@H](COC[C@@H](O)CN2C(=O)c2ccc3c(c2)OCO3)O1)NC1CCCC1	-0.2
19	O=C(C1CC1)N1CC[C@@H]2[C@@H](CO)Nc3ccc(C#Cc4ccc(F)cc4)cc3[C@@H]21	-4.4
20	COc1ccc(S(=O)(=O)Nc2ccc3c(c2)CC(=O)N([C@H](C)CO)C[C@H](C)[C@H](CN(C)S(=O)(=O)c2ccccc2)O3)cc1	-1.1

Other structures follow.
item	structure	Mtb BioA inh
21	Cc1noc(C)c1NC(=O)N(C)C[C@H]1OCCCC[C@H](C)Oc2ccc(NS(=O)(=O)c3cn(C)cn3)cc2C(=O)N([C@@H](C)CO)C[C@H]1C	0.7
22	CN1C(=O)c2cc(NC(=O)Nc3ccccc3Cl)ccc2OC[C@H]2O[C@@H](CC(=O)O)CC[C@@H]21	-2.4
23	C[C@H](CO)N1C[C@H](C)[C@@H](CN(C)CC2CC2)Oc2cc(C#C[C@@H](C)O)ccc2S1(=O)=O	0.0
24	Cc1noc(C)c1NC(=O)N(C)C[C@@H]1Oc2ccc(NC(=O)Cn3cnnn3)cc2CC(=O)N([C@H](C)CO)C[C@@H]1C	1.2
25	COc1cccc(C(=O)Nc2ccc3c(c2)C(=O)N(C)[C@@H]2CC[C@@H](CC(=O)NCC(F)(F)F)O[C@@H]2CO3)c1	0.1
26	C[C@H](CO)N1C[C@H](C)[C@@H](CN(C)C(=O)NC2CCCCC2)OCCCC[C@H](C)Oc2ccc(NC(=O)c3ccccc3)cc2C1=O	-0.6
27	COc1ccc(S(=O)(=O)Nc2ccc3c(c2)C(=O)N([C@H](C)CO)C[C@H](C)[C@H](CN(C)Cc2ccc(Cl)c(Cl)c2)OCCCC[C@@H](C)O3)cc1	0.2
28	CC(C)C(=O)Nc1ccc2c(c1)C(=O)N(C)[C@H]1CC[C@@H](CC(=O)N[C@@H](C)c3ccccc3)O[C@@H]1CO2	0.8
29	Cc1noc(C)c1NC(=O)N(C)C[C@H]1Oc2ccc(NS(=O)(=O)c3cccs3)cc2CC(=O)N([C@@H](C)CO)C[C@@H]1C	-0.6
30	CCC(=O)N1[C@@H](CO)[C@@H](c2ccc(-c3cccc(F)c3)cc2)[C@@H]1CNC(C)=O	2.3

More structures.
item	structure	Mtb BioA inh
31	C[C@@H]1CN([C@H](C)CO)C(=O)c2cccc(NS(=O)(=O)c3ccccc3)c2O[C@@H]1CN(C)S(=O)(=O)c1ccc(Cl)cc1	-0.1
32	C[C@@H]1CCCCO[C@H](CN(C)C(=O)Cc2ccccc2)[C@@H](C)CN([C@@H](C)CO)C(=O)c2cc(NC(=O)NC3CCCCC3)ccc2O1	0.3
33	COc1ccccc1NC(=O)Nc1ccc2c(c1)C(=O)N(C)C[C@@H](OC)[C@@H](C)CN[C@H](C)CO2	-2.0
34	C[C@@H]1CN([C@@H](C)CO)C(=O)Cc2cc(NC(=O)CCC(F)(F)F)ccc2O[C@H]1CN(C)C(=O)Nc1cccc2ccccc12	0.1
35	CCC(=O)NC[C@H]1[C@@H](c2ccc(C3=CCCC3)cc2)[C@@H](CO)N1C(=O)C1CC1	-1.9
36	C[C@H]1CCCCO[C@@H](CN(C)C(=O)Nc2cccc3ccccc23)[C@@H](C)CN([C@@H](C)CO)C(=O)c2cc(NS(=O)(=O)c3cn(C)cn3)ccc2O1	-0.9
37	C[C@H](CO)N1C[C@H](C)[C@H](CN(C)C(=O)CCC(F)(F)F)OCCCC[C@H](C)Oc2ccc(NC(=O)c3ccncc3)cc2C1=O	-0.3
38	C[C@@H]1CN([C@@H](C)CO)C(=O)c2cc(NC(=O)Cc3cn(C)c4ccccc34)ccc2O[C@H]1CN(C)S(C)(=O)=O	-2.1
39	CS(=O)(=O)N(CC1CCC1)C[C@H]1N[C@H](CO)[C@H]1c1ccccc1	-2.4
40	COc1ccc(S(=O)(=O)Nc2ccc3c(c2)C(=O)N([C@@H](C)CO)C[C@H](C)[C@@H](CN(C)Cc2ccccc2)OCCCC[C@H](C)O3)cc1	8.3

Continued.
item	structure	Mtb BioA inh
41	COC(=O)C[C@H]1CC[C@H]2[C@H](COc3ccc(NC(=O)NCc4ccccc4)cc3C(=O)N2C)O1	0.9
42	COc1ccc(NC(=O)N(C)C[C@H]2OCCCC[C@@H](C)Oc3ccc(NC(=O)Nc4cccc5ccccc45)cc3C(=O)N([C@@H](C)CO)C[C@H]2C)cc1	0.2
43	COCCNC(=O)C[C@@H]1C[C@@H]2c3cc(NC(=O)Nc4ccccc4F)ccc3O[C@@H]2[C@H](CO)O1	-0.4
44	C[C@H](CO)N1C[C@H](C)[C@@H](CN(C)C(=O)Cc2ccccc2)OCCCC[C@H](C)Oc2ccc(NC(=O)CCC(F)(F)F)cc2C1=O	2.7
45	Cc1ccc(-c2ccc3c(c2)O[C@@H](CN(C)C(=O)Nc2ccccc2)[C@H](C)CN([C@H](C)CO)S3(=O)=O)cc1	-0.5
46	C[C@@H]1CCCCO[C@H](CN(C)S(=O)(=O)c2cn(C)cn2)[C@@H](C)CN([C@H](C)CO)C(=O)c2cc(NC(=O)Nc3ccc(C(F)(F)F)cc3)ccc2O1	-2.7
47	O=S(=O)(c1ccccc1F)N1CCCCN2[C@H](CO)[C@@H](c3ccc(-c4cncnc4)cc3)[C@H]2C1	-0.1
48	CN(C)C(=O)c1ccc(-c2ccc([C@H]3[C@@H](C#N)N[C@@H]3CO)cc2)cc1	-1.6
49	C/C=C/c1ccc([C@@H]2[C@H](CO)N[C@H]2CN(CC)C(=O)CN2CCOCC2)cc1	-2.1
50	C[C@@H]1CN([C@@H](C)CO)S(=O)(=O)c2ccc(-c3ccc(F)cc3)cc2O[C@H]1CN(C)C(=O)C1CC1	1.3

(listing goes on)
item	structure	Mtb BioA inh
51	CCCNC(=O)C[C@H]1C[C@H]2c3cc(NC(=O)CN(C)C)ccc3O[C@H]2[C@@H](CO)O1	-2.0
52	O=C(C[C@H]1CC[C@H]2[C@@H](COC[C@H](O)CN2Cc2ccc3c(c2)OCO3)O1)N1CCCCC1	1.8
53	O=C(CC1CC1)Nc1ccc2c(c1)[C@@H]1C[C@@H](CC(=O)N3CCOCC3)O[C@H](CO)[C@@H]1O2	1.4
54	COc1ccc(NC(=O)N(C)C[C@H]2OCCCC[C@H](C)Oc3ccc(NC(=O)c4ccncc4)cc3C(=O)N([C@@H](C)CO)C[C@H]2C)cc1	-3.2
55	C[C@H](CO)N1C[C@H](C)[C@@H](CN(C)C(=O)C2CC2)Oc2cc(-c3ccc(F)cc3)ccc2S1(=O)=O	3.1
56	Cc1noc(C)c1NC(=O)Nc1ccc2c(c1)C(=O)N([C@H](C)CO)C[C@H](C)[C@H](CN(C)Cc1ccc(C(=O)O)cc1)OCCCC[C@H](C)O2	-1.2
57	CN1c2ccc(-c3ccccc3F)cc2[C@@H]2[C@@H](CCN2C(=O)Nc2cc(F)ccc2F)[C@@H]1CO	-2.2
58	Cc1noc(C)c1NC(=O)Nc1ccc2c(c1)C(=O)N([C@@H](C)CO)C[C@H](C)[C@@H](CN(C)Cc1ccc(C(=O)O)cc1)OCCCC[C@H](C)O2	-0.8
59	Cc1noc(C)c1NC(=O)N(C)C[C@@H]1OCCCC[C@@H](C)Oc2ccc(NS(=O)(=O)c3cn(C)cn3)cc2C(=O)N([C@H](C)CO)C[C@@H]1C	2.9
60	Cc1noc(C)c1NC(=O)N(C)C[C@@H]1Oc2ccc(NC(=O)Cn3cnnn3)cc2CC(=O)N([C@@H](C)CO)C[C@H]1C	-0.2

(cont.)
item	structure	Mtb BioA inh
61	C[C@@H]1CCCCO[C@H](CN(C)C(=O)Nc2ccc(C(F)(F)F)cc2)[C@H](C)CN([C@@H](C)CO)C(=O)c2cc(NC(=O)Nc3ccc(C(F)(F)F)cc3)ccc2O1	-1.6
62	O=C(C[C@H]1CC[C@@H]2[C@H](COC[C@H](O)CN2C(=O)Cc2ccccc2)O1)NC1Cc2ccccc2C1	-0.9
63	C[C@@H]1CCCCO[C@@H](CN(C)C(=O)Nc2cccc3ccccc23)[C@@H](C)CN([C@H](C)CO)C(=O)c2cc(NC(=O)CCC(F)(F)F)ccc2O1	0.4
64	C[C@H](CO)N1C[C@H](C)[C@H](CN(C)C(=O)Cc2ccccc2)OCCCC[C@H](C)Oc2ccc(NC(=O)C3CCCCC3)cc2C1=O	-3.3
65	CO[C@@H]1CN(C)C(=O)c2cc(NC(=O)c3cc(C)on3)ccc2OC[C@H](C)NC[C@@H]1C	0.3
66	CN1C(=O)c2cc(NC(=O)C3CC3)ccc2OC[C@@H]2O[C@@H](CC(=O)NCc3cccc(F)c3)CC[C@@H]21	-1.2
67	COc1cccc(S(=O)(=O)Nc2ccc3c(c2)OC[C@@H](C)N(Cc2ccccc2F)C[C@@H](C)[C@H](OC)CN(C)C3=O)c1	-1.6
68	COc1ccc(CNC(=O)C[C@@H]2C[C@H]3c4cc(NC(=O)CC5CC5)ccc4O[C@H]3[C@H](CO)O2)cc1	-1.2
69	Cc1ccc(S(=O)(=O)Nc2cccc3c2O[C@@H](CN(C)Cc2ccc(Oc4ccccc4)cc2)[C@@H](C)CN([C@@H](C)CO)C3=O)cc1	-2.0
70	C[C@H]1CN([C@@H](C)CO)C(=O)c2cc(NS(=O)(=O)c3ccc(Cl)cc3)ccc2O[C@@H]1CN(C)S(C)(=O)=O	0.4

(list continues)
item	structure	Mtb BioA inh
71	COC(=O)C[C@H]1C[C@@H]2c3cc(NC(=O)Nc4ccc(OC)cc4)ccc3O[C@@H]2[C@@H](CO)O1	-0.3
72	COC(=O)C[C@H]1CC[C@@H]2[C@H](COc3ccc(NC(=O)c4ccccc4OC)cc3C(=O)N2C)O1	-0.6
73	COCC(=O)Nc1ccc2c(c1)C(=O)N(C)[C@H]1CC[C@@H](CC(=O)OC)O[C@@H]1CO2	9.8
74	CO[C@H]1CN(C)C(=O)c2ccc(NC(=O)c3ccccc3F)cc2OC[C@@H](C)N(C)C[C@H]1C	-1.3
75	CN1c2ccc(-c3cccc(C#N)c3)cc2[C@H]2[C@H](CCN2C(=O)C2CCC2)[C@H]1CO	10.3
76	COc1ccc(S(=O)(=O)N2CC[C@@H]3[C@H]2c2cc(Br)ccc2N[C@@H]3CO)cc1	10.5
77	CNC(=O)C[C@@H]1CC[C@@H]2[C@H](COc3ccc(NC(=O)c4ccc(C(F)(F)F)cc4)cc3C(=O)N2C)O1	1.1
78	C[C@@H]1CN([C@H](C)CO)C(=O)c2cc(NC(=O)Cc3ccccc3)ccc2O[C@@H](C)CCCCO[C@H]1CN(C)S(=O)(=O)c1ccc(F)cc1	-2.2
